OPRM1-OPRD1 ag: agonists of human mu-delta opioid receptor heterodimerization | activation, % at 9.3 µM | P35372+P41143 | cells, OPRM1-OPRD1 heterodimerization, luminescence | hit rate 0.3% among 340,000; in the data active = activation above about 18%;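 also: 0% = vehicle-treated cells and 100% = reference agonist; values of inactives mirror those of a sister screen read the other way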
MOR-DOR inv ag: mu-delta opioid heterodimer inverse agonism | AID 504357 | inhibition, % at 9.3 µM | hit rate 0.21% among 340,000 | cell-based MOR-DOR heterodimer luminescence | P35372+P41143; in the data active = inhibition above about 22%, passing the limit was not always enough;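 also: 0% = cells with DMSO and 100% = wells without cells with DMSO; values of inactives mirror those of a sister screen read the other way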
HTR5A ag: counter-screen for OPRM1-OPRD1 agonists: human HTR5A agonism. P47898. HTR5A agonist assay, luminescence, cell-based. activation, % at 9.3 µM. hit rate 0.61% among 340,000; in the data active = activation mostly above about 9.5%, no sharp cut-off; inactive = mostly below about 7.6%;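 also: 0% = cells with vehicle only and 100% = reference agonist; strong numbers were not always called active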
Target sequence (P47898 whole entry, looked up): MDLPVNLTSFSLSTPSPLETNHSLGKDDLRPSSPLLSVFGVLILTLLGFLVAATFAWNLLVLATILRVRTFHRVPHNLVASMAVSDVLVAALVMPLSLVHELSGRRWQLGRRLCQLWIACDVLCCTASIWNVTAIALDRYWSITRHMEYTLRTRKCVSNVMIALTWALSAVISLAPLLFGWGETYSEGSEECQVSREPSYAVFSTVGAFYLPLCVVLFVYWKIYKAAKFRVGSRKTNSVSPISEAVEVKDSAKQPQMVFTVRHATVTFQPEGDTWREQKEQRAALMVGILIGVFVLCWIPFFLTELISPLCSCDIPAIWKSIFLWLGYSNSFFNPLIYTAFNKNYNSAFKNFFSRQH
PKA-R1A activ: activators of PKA-R1A complex; PKA-R1A dissociation, Cy5-IP20 fluorescence polarization; scaled: DMSO 0%, 113 µM cGMP 100%; activation, % at 11.4 µM; P00514+P68181; hit rate 0.083% among 340,000;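 active = percent activation above the mean of all tested compounds plus 3 SD, cut at about 19% in these data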;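 also: higher means more PKAc released from R1A so a rise in polarization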
DAGLB inh: diacylglycerol lipase beta (human) inhibition | Q8NCG7 | HEK293T DAGLB membrane lysate, EnzChek fluorogenic substrate | inhibition, % at 5.17 µM | hit rate 0.059% among 340,000; in the data active = inhibition above about 34%;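 also: 0% = enzyme with vehicle and 100% = wells lacking enzyme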
Target sequence (Q8NCG7 whole entry, looked up): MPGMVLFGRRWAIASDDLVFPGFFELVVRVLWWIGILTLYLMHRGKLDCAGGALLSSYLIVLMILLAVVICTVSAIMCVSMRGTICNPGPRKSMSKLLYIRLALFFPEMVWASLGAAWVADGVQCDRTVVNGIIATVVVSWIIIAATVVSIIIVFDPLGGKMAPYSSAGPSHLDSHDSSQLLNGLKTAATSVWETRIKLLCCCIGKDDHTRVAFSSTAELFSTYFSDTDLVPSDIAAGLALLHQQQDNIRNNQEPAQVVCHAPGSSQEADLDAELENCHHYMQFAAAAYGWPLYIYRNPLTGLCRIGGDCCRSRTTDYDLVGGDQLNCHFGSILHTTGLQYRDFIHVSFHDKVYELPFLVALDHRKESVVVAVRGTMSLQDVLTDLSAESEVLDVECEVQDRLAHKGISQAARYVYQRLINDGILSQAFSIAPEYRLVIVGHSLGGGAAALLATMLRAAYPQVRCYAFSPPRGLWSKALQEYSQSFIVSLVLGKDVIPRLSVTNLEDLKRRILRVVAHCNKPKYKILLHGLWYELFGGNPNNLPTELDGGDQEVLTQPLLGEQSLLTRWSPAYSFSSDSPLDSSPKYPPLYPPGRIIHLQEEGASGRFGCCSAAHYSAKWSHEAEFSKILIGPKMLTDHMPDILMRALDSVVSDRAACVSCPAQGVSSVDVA
HTR5A inv ctr: counter-screen for OPRM1-OPRD1 inverse agonists: human HTR5A inverse agonism. P47898. HTR5A cell line, luminescence. inhibition, % at 9.3 µM. hit rate 0.083% among 340,000; in the data active = inhibition mostly above about 23%, no sharp cut-off; inactive = mostly below about 18%;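 also: 0% = cells with DMSO and 100% = no-cell wells with DMSO; some compounds called inactive have numbers as strong as hits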
PKA-R2B activ: PKA-R2B complex activation; AID 504700; hit rate 0.079% among 340,000; activation, % at 11.4 µM; PKA-R2B holoenzyme dissociation, Cy5-IP20 fluorescence polarization; R2B truncated from residue 108, S112A mutant; 0% DMSO only, 100% 113 µM cGMP; P22694+P31323;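 active = activation above a cutoff set at the mean over all compounds plus 3 SD, cut at about 18% in these data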;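 also: higher means more holoenzyme dissociation and a rise in polarization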
Arrestin-AP2 inh: blocks beta-arrestin peptide binding to AP2 adaptin; FITC-arrestin peptide / GST-AP2 beads, flow cytometry; AP2 beta2 appendage carries R879A mutation; inhibition, % at 10 µM; hit rate 0.31% among 340,000; AID 504490;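 active = inhibition above a set limit, near 3 SD of compounds lacking own fluorescence, cut at about 54% in these data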;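 also: plate controls were DMSO wells for no effect and 5 µM unlabelled arrestin peptide for full effect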
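System: GST-AP2 R879A glutathione beads. Medium: PBS with 0.05% Tween 20 and 0.1% BSA. Also added: FITC-arrestin peptide, 50 nM. Incubation: 12 min plus 1 h, RT. Measured by: high-throughput flow cytometry of beads, ex 488, em 535 nm. Evaluation: percent drop in bead-associated FITC signal.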
Pemphigus Ab inh: inhibitors of pemphigus antibody binding to human desmoglein-3; hit rate 0.48% among 310,000; DSG3-coupled beads, scFv-anti-DSG3-GFP binding, flow cytometry; active compounds read low; AID 588358; binding (percent of control), % at 10 µM;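 active = binding more than 3 SD below its plate's average and above zero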;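 also: hits lower antibody fragment binding to DSG3; some compounds called inactive have numbers as strong as hits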
V-ATPase pH: regulators of yeast V-ATPase proton transport; S. cerevisiae, pHLuorin cytosolic pH fluorescence; response, % at 10 µM; hit rate 0.37% among 350,000; AID 504577; in the data active = response mostly above about 7.3%, no sharp cut-off; inactive = mostly below about 5.4%; also: actives read high; inactives centre near 0; some compounds called inactive have numbers as strong as hits; reference of the scale not given here
An asterisk follows results filed as active.

Structure | V-ATPase pH | DAGLB inh | MOR-DOR inv ag | Arrestin-AP2 inh | PKA-R1A activ | Pemphigus Ab inh | OPRM1-OPRD1 ag | PKA-R2B activ | HTR5A inv ctr | HTR5A ag
CCC(=O)N(Cc1ccco1)Cc1cc2cccc(C)c2n2nnnc12 | 1.3 | -2.4 | 7.6 | 6.6 | 5.5 | 106.4 | -1.4 | -4.8 | -9.9 | -2.9
COc1ccc(C(=O)NNC(=O)c2ccncc2)cc1[N+](=O)[O-] | -3.2 | -2.2 | 16.0 | 24.9 | 1.8 | 91.3 | -3.5 | 7.3 | -9.1 | 2.6
NNC(=O)c1ccc(COc2ccc3c(c2)CCC3)cc1 | 0.5 | -11.6 | -8.4 | 12.9 | 9.8 | 89.6 | 1.6 | -6.3 | -34.9 | -2.4
CN(CC(=O)Nc1ccccc1Cl)C(=O)c1cc2c(s1)CCCCC2 | 1.6 | -10.0 | -7.1 | 0.0 | -14.6 | 99.2 | 1.5 | -5.9 | -7.9 | 2.6
N/C(=N\OC(=O)C1CCCCC1)c1ccncc1 | 4.0 | 2.1 | 6.1 | 5.3 | 5.6 | 109.5 | -1.2 | -20.4 | -16.2 | 0.1
O=C(COc1ccc([N+](=O)[O-])cc1)N1CCc2ccccc2C1 | 2.5 | -1.8 | 5.5 | 9.9 | -2.6 | 99.2 | -1.2 | -3.2 | 19.5 | -5.3
C=C(C)Cn1c(N2CC(C)CC(C)C2)nc2c1c(=O)[nH]c(=O)n2C (stereo not drawn) | -1.8 | -0.8 | 12.1 | 21.4 | -18.0 | 97.9 | -2.0 | -4.7 | -13.6 | 4.7
Cc1nccn1-c1ccc(C(F)(F)F)cc1[N+](=O)[O-] | -2.1 | -2.2 | 3.4 | -1.7 | 6.2 | 105.7 | -0.7 | 3.9 | -0.9 | 0.3
CC(=O)Nc1ccc(SCC(=O)c2c(N)n(Cc3ccccc3)c(=O)n(C)c2=O)cc1 | -2.1 | 0.6 | 0.9 | 31.1 | -1.7 | 92.9 | -0.2 | -7.5 | 17.5 | 3.6
CCN(CC)CCCn1c(C)cc2c(c1=O)C(c1cccc(Cl)c1)C(C#N)=C(N)O2 (stereo not drawn) | 36.0* | -4.3 | -5.7 | 6.7 | 9.6 | 103.1 | 1.1 | 3.3 | 0.5 | -0.2
NC(=O)C(=O)NN=C1CCC(c2ccccc2)CC1 (stereo not drawn) | 0.9 | -0.2 | 13.9 | 0.6 | -8.3 | 91.6 | -2.8 | 1.1 | -1.1 | 1.6
COc1nc(N(C)C)nc(N(OC)S(=O)(=O)c2ccccc2Cl)n1 | -2.4 | -3.4 | 11.5 | -1.1 | -11.8 | 92.9 | -2.0 | 2.1 | -5.6 | 0.7
CC(C)(C)OC(=O)NN1CC(=O)N2Cc3ccccc3C[C@@H]2C1=O | -0.7 | 1.2 | 3.0 | 9.9 | -1.2 | 98.6 | -0.6 | 6.8 | 5.3 | -1.4
COc1ccc2c(c1)OC[C@H]1[C@H]2N2C(=O)CN(Cc3ccc(Cl)cc3)C(=O)[C@@]2(C)[C@H]1c1ccccc1 | -3.0 | -5.5 | -24.4 | 18.9 | 5.9 | 103.3 | 5.3 | -6.2 | 7.0 | 7.3
Cc1nnc(SC(C)C(=O)Nc2sc3c(c2C#N)CCCC3)[nH]c1=O (stereo not drawn) | -2.2 | 2.9 | 9.0 | 30.6 | -12.6 | 98.7 | -1.7 | 3.3 | -6.7 | 2.4
CCOc1cccc2c1OC1(C)CC2NC(=O)N1c1cccc(F)c1 (stereo not drawn) | 0.3 | -0.1 | 10.9 | 7.2 | -0.9 | 106.0 | -2.6 | -13.8 | -7.7 | 5.0
CC(C)(C)OC(=O)N(Cc1ccccc1)Cc1ccccc1OCc1cccc(NC(=O)C2CCC2)c1 | 1.1 | -18.4 | 4.7 | -14.0 | 4.0 | 101.6 | -1.0 | 6.8 | 0.5 | -0.1
CCC(C)NC(=O)C1CCN(c2nc(C)cc(C)n2)CC1 (stereo not drawn) | 0.9 | 2.4 | -1.5 | -2.5 | 9.3 | 101.0 | 0.3 | -7.7 | -2.0 | -0.1
Cc1cc(CCC(=O)O)c(C)cc1CCC(=O)O | 3.1 | -0.1 | 14.2 | -2.3 | -1.4 | 107.1 | -2.6 | 3.6 | -9.3 | 3.3
Cc1nn(-c2ccccc2)c(Cl)c1/C=N/Nc1ccc(Cl)c(C(=O)O)c1 | -4.5 | 5.5 | 8.2 | 13.8 | -4.6 | 96.0 | -1.4 | -12.5 | 27.1 | -10.2
Cc1ccc(NC(=O)Cc2c(O)c3ccccc3[nH]c2=O)c(C)c1 | -2.0 | 3.1 | 15.8 | 8.5 | -1.4 | 97.0 | -2.9 | -5.5 | 3.0 | -1.0
Cc1c(C(=O)NC2CCCCC2C)oc2ccccc12 (stereo not drawn) | 0.2 | -7.2 | -38.0 | -3.5 | -10.8 | 94.8 | 7.3 | 0.5 | 14.2 | 1.2
CCC(C)(C)NC(=O)C(c1ccncc1)N(Cc1cccs1)C(=O)Cn1nnc2ccccc21 (stereo not drawn) | 0.7 | -0.8 | 3.5 | 6.1 | 2.2 | 99.0 | -0.6 | -10.9 | -8.5 | 2.4
CN1CCc2c(sc(NC(=O)C3CCCN3S(=O)(=O)c3ccc(Cl)s3)c2C(N)=O)C1 (stereo not drawn) | 1.5 | 1.5 | 4.8 | -2.3 | 3.1 | 85.0 | -0.7 | 0.9 | 3.9 | 3.8
Cc1ccc(S(=O)(=O)N2CCN(Cc3ccccc3)CC2)cc1 | -0.9 | -1.4 | 11.1 | -13.7 | -20.2 | 93.1 | -2.5 | 1.2 | -17.0 | 4.8
CN(C)c1ccc(CNc2ccccn2)cc1 | 0.9 | 0.7 | 10.7 | 3.7 | 4.7 | 111.3 | -1.9 | -7.2 | -24.8 | 2.1
O=C(CCN1CCOCC1)Nc1cccc(Br)c1 | -0.2 | -0.4 | 2.2 | 11.0 | -11.0 | 94.6 | -0.4 | 2.2 | 4.7 | 1.8
CC(C)C1(C2CCCC2)NC(=O)NC1=O (stereo not drawn) | 0.5 | 0.2 | 10.8 | -5.6 | 10.1 | 93.7 | -2.2 | -5.8 | -11.0 | 2.8
CCOc1cc2[nH]c(=S)n(CCCCC(=O)NCc3ccco3)c(=O)c2cc1OCC | -8.2 | -0.9 | -10.8 | 21.6 | -5.4 | 91.5 | 2.0 | -3.7 | -16.1 | 5.2
COc1cccc(OC)c1C(=O)N1CCN(Cc2cccnc2)CC1 | -0.5 | -1.9 | 7.3 | 3.7 | 3.1 | 122.6 | -1.5 | -2.0 | -14.9 | 4.0
COc1ccc(NS(=O)(=O)c2ccc(C(=O)NCC3(N4CCOCC4)CCCCC3)cc2)cc1 | -4.9 | 2.1 | -1.5 | -7.8 | 1.0 | 101.1 | 0.3 | 2.9 | 11.6 | -3.0
COc1cccc2c1C(=O)O/C2=C/c1ccc2c(c1)OCO2 | 5.8 | 1.0 | -0.7 | 11.2 | -5.7 | 80.3 | 0.1 | -14.1 | 6.7 | 7.9
CC(C)(C)c1cc(CN2CCN(CCO)CC2)cc(C(C)(C)C)c1O | -2.9 | -0.7 | 1.0 | -1.8 | -3.5 | 100.7 | -0.2 | 2.8 | 9.5 | -0.1
CCC(=O)Nc1nonc1-c1nc2ccccc2n1CCC(C)C | 4.1 | -5.8 | 2.6 | 6.3 | -5.6 | 105.4 | -0.5 | -6.8 | -9.4 | -9.0
CC(C)OC(=O)CSc1nnc(-c2cnccn2)n1-c1ccccc1 | 0.5 | -0.6 | 7.5 | 1.5 | 12.2 | 98.6 | -1.4 | 1.2 | -25.3 | 9.0
C=C(C)C(=O)NNc1ccccc1 | 0.3 | 0.6 | 19.1 | 11.5 | 0.6 | 100.0 | -3.8 | 3.9 | 1.8 | -0.7
O=S(=O)(NC1CC1)c1ccc(S(=O)(=O)N2CCCC3(CCCCC3)C2)cc1 | -2.2 | -2.9 | -226.5 | 3.6 | 3.4 | 101.2 | 39.5* | -5.5 | -22.1 | 6.3
O=C1C(=O)N(CCCn2ccnc2)C(c2ccc(Cl)cc2)/C1=C(\O)c1ccc2c(c1)OCCO2 (stereo not drawn) | 0.3 | 0.1 | 5.8 | 35.3 | -4.4 | 128.8 | -1.1 | 4.7 | 3.5 | -0.9
C[C@H](CO)N1C[C@H](C)[C@@H](CN(C)Cc2ccncc2)Oc2c(NS(=O)(=O)c3cccs3)cccc2C1=O | 3.8 | -0.8 | 14.9 | 8.0 | -9.9 | 96.9 | -2.7 | -12.3 | -7.0 | 2.4
COc1cc([N+](=O)[O-])c(C(=O)N2CCOCC2)c([N+](=O)[O-])c1 | -0.5 | -0.3 | -35.3 | 0.4 | 6.9 | 106.5 | 5.2 | 10.7 | -11.6 | 1.9
CCCCN(C(=O)CNC(=O)c1ccco1)C(C(=O)NC1CCCC1)c1ccc(OC)cc1 (stereo not drawn) | -6.0 | -2.6 | 11.4 | 6.3 | 1.1 | 100.1 | -1.9 | -3.9 | -24.9 | 0.5
Cc1cc2oc(=O)cc(-c3ccccc3)c2c(C)c1-c1ccc(C#N)cc1 | -1.4 | -7.2 | 17.1 | 0.8 | 1.2 | 99.9 | -3.4 | 0.1 | -10.0 | 2.8
O=c1[nH]c(-c2ccc(Cl)cc2)cs1 | -1.7 | -3.0 | -1.2 | 29.5 | 7.5 | 96.1 | 0.2 | -6.3 | -11.5 | 1.8
COc1ccccc1NC(C)C(=O)Nc1ccc(C(C)=O)cc1 (stereo not drawn) | -1.5 | 1.5 | 9.6 | -3.8 | -0.3 | 92.2 | -1.6 | -10.9 | -38.3 | 14.4
COCCNC(=S)Nc1ccc2nsnc2c1 | 1.9 | -4.7 | -21.2 | -5.0 | 1.9 | 130.0 | 4.0 | -2.8 | -21.4 | 2.4
CCCn1c(SCC(=O)NCc2ccco2)nnc1-c1ccncc1 | -2.2 | -2.3 | 11.8 | 0.7 | -4.8 | 98.9 | -2.3 | -3.9 | 6.1 | -2.4
C=C(C)C(=O)N1CC2(CC(c3cccc(NC(=O)/C=C\C)c3)=NO2)C[C@H]1C(N)=O (stereo partly drawn) | 6.1 | -0.5 | 4.9 | 9.9 | -1.9 | 97.5 | -0.9 | 5.5 | -3.2 | 6.1
CN(CC(=O)Nc1cccc(F)c1)C(=O)c1ccccc1OCC(=O)Nc1cccc(C(F)(F)F)c1 | -1.1 | -1.8 | -2.1 | 33.8 | -14.6 | 97.3 | 0.3 | -2.4 | -6.6 | 3.5
